Screens (PubChem)
NPY-Y1 PAM-ag: potentiates or activates human NPY-Y1 receptor. P25929. NPY-Y1 expressing cells, potentiator/agonist activation. activation, % at 3.6 µM. 220,000 compounds, 0.37% hits; in the data active = activation above about 33%, passing the limit was not always enough;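 note: cells stimulated with NPY at EC10 then isoproterenol at EC100; 0% = low agonist plus stimulus and 100% = saturating agonist plus stimulus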
S1P4 antag: blocks the human S1P4 receptor | S1P4-expressing cells, antagonist mode, reporter read-out | inhibition, % at 4.98 µM | 220,000 compounds, 0.26% hits | AID 1510; in the data active = inhibition above about 29%;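 note: 0% = wells stimulated with agonist and 100% = vehicle wells without agonist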
Target sequence (O95977 whole entry, looked up): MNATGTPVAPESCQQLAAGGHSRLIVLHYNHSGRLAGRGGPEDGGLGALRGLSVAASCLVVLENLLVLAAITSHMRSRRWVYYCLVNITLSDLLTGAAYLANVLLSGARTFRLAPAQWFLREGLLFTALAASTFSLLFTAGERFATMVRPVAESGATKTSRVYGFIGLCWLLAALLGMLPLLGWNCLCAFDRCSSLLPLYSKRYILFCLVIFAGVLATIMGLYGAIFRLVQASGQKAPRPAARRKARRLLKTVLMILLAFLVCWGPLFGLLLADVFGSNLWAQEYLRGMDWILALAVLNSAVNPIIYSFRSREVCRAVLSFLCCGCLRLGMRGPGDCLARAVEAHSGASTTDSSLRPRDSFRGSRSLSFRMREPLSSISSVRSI
Ba/F3 V617F tox: reduce viability of Ba/F3 cells dependent on JAK2V617F; Ba/F3 EpoR-JAK2V617F viability, ATP luminescence; inhibition, % at 5.6 µM; 220,000 compounds, 1.1% hits;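 active = inhibition above the campaign mean plus 3 SD over all tested compounds, cut at about 24% in these data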;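 note: cytokine-independent growth of Ba/F3 cells driven by EpoR plus mutant JAK2; 0% = DMSO-treated cells and 100% = JAK inhibitor I control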
S1P4 ag: activates the human S1P4 receptor; O95977; S1P4-expressing cell line, agonist reporter assay; activation, % at 4.98 µM; 220,000 compounds, 0.35% hits; AID 1509; in the data active = activation above about 11%;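 note: 0% = DMSO vehicle and 100% = reference agonist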
NPY-Y2 PAM-ag: human NPY-Y2 potentiation or agonism, primary screen | activation, % at 3.6 µM | 220,000 compounds, 0.45% hits | cells expressing NPY-Y2, potentiator/agonist read-out | P49146 | AID 1359; in the data active = activation above about 27%;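 note: cells stimulated with NPY near EC25 plus isoproterenol at EC100; 0% = vehicle plus submaximal agonist and 100% = vehicle plus saturating agonist; some results beyond the cut were filed as inactive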
p47phox inh: inhibitors of human p47phox binding; P14598; p47phox/p22phox peptide binding, fluorescence polarization, 2 h; inhibition, % at 24.7 µM; 220,000 compounds, 0.53% hits;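 active = inhibition above about 30%, limit read from the data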;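 note: 0% = p47phox with labelled peptide and 100% = labelled peptide alone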
Target sequence (P14598 whole entry, looked up): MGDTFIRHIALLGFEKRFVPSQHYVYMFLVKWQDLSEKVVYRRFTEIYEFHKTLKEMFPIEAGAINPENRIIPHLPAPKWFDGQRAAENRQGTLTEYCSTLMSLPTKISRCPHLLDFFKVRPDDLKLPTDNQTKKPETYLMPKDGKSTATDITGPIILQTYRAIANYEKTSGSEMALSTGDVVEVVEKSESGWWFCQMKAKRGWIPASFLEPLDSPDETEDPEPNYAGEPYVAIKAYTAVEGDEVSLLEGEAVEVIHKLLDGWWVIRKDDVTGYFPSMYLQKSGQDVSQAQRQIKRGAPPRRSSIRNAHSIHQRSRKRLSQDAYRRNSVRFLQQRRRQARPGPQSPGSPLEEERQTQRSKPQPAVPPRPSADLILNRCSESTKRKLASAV
BaF3 parental: counter-screen for JAK2V617F inhibitors: parental Ba/F3 viability inhibitors; 220,000 compounds, 1.1% hits; CellTiter-Glo ATP luminescence; inhibition, % at 5.6 µM; AID 1486;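 active = inhibition above a per-campaign cutoff, the mean inhibition of all tested compounds plus 3 SD, cut at about 27% in these data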;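 note: 0% = DMSO wells and 100% = JAK Inhibitor I control wells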
CHOP inh: blocks CHOP induction under ER stress; 220,000 compounds, 3.8% hits; AID 2732; CHO-K1 CHOP-promoter luciferase, tunicamycin-induced, 15-18 h; inhibition, % at 10 µM;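 active = compounds that reduced the stress-induced luciferase reporter signal by more than about 70% of percent inhibition, limit read from the data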;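 note: 0% = tunicamycin plus vehicle and 100% = wells without tunicamycin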
NPY Y1 blocker: NPY-Y1 (human) receptor antagonism; P25929; HEK293-CNG Y1 cells, membrane potential fluorescence; NPY at EC95, then isoproterenol; inhibition, % at 3.6 µM; 200,000 compounds, 1% hits; AID 1040;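 active = inhibition above the campaign mean inhibition of all tested compounds plus 3 SD, cut at about 20% in these data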;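 note: 0% = DMSO wells given NPY plus isoproterenol and 100% = isoproterenol alone without NPY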
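Test system – HEK293 Y1/CNG channel cell line · Also added – NPY agonist 25 nM, then isoproterenol 1 µM plus Ro 20-1724 25 µM · Compound dosing – one concentration, 3.6 µM, in 0.4% DMSO · Schedule – compound incubation 1 h at room temperature, readout 45 min post-stimulation · Technique – fluorescence, membrane potential probe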
* marks the source's active call; other numbers are inactive results; / = not tested or not shown.

SMILES	NPY-Y1 PAM-ag	S1P4 antag	Ba/F3 V617F tox	S1P4 ag	NPY-Y2 PAM-ag	p47phox inh	BaF3 parental	CHOP inh	NPY Y1 blocker
O=C(Nc1ccccc1F)c1cnccn1	0	-6	-4	2.6	4	-3	-2	-4	0
CC(=O)Nc1nc(C)nc(-c2ccccc2OC(C)=O)n1	-12	-4	-1	-2.9	21	6	5	9	6
COc1ccccc1-n1c(N)cc(=O)nc1SCC(=O)Nc1cc(C)on1	24	-11	-5	-1.2	1	-8	3	4	-4
O=C(CCn1c(=S)oc2ccccc21)Nc1cccc(F)c1	7	2	-8	2.0	-3	-8	2	-1	3
O=C(CSCc1c(Cl)cccc1Cl)Nc1ccc2c(c1)OCO2	-22	2	0	2.7	-24	1	1	11	3
COc1cc(NC(=O)CN(c2ccc(C)cc2)S(=O)(=O)c2c(C)nn(C)c2C)cc(OC)c1	6	13	8	-1.3	1	-5	8	25	-3
Cc1cc(C(=O)CSCCCn2c(=O)[nH]c3ccccc32)c(C)n1C	-10	-14	-2	0.9	-16	-14	3	51	-3
Cn1c(/C(C#N)=C/c2ccncc2)nc2ccccc21	-3	-10	-2	0.5	8	-5	-3	-37	-3
CCOc1ccccc1C(=O)N(C)Cc1cc2cc(OC)ccc2[nH]c1=O	18	-29	2	0.0	-9	-11	3	14	-1
CCCOc1ccc(C(=O)CCN2CCN(C(=O)OCC)CC2)cc1	-10	-22	1	1.9	-3	-1	6	-11	9
CC1=C(C(=O)Nc2ccccc2)C(c2ccncc2)n2nnnc2N1 (stereo not given)	-3	2	3	2.2	16	-11	1	20	-7
Cc1ccc(CNC(=O)CNC(=S)N(Cc2ccccc2)Cc2ccccc2F)cc1	-31	-1	8	1.4	-20	-3	14	48	-3
CC(C)(C)NS(=O)(=O)c1ccc(-c2csnn2)s1	10	9	1	-1.9	9	-2	2	3	-3
CC(C)CC(=O)NC(=S)Nc1ccc(NC(=O)c2cccs2)cc1	-3	2	-3	-4.6	-13	-15	2	70	-6
CN(CCCCN1CCOCC1)Cc1nc(-c2ccc3c(c2)OCO3)no1	-12	-7	-2	-0.9	-11	-11	3	15	8
CCN(CCCNC(=O)C1CCC(=O)N1C1CCCC1)c1cccc(C)c1 (stereo not given)	8	-18	-2	1.8	11	-23	0	37	2
Cc1ccc(S(=O)(=O)NCCNC(=O)c2ccccc2)cc1	-6	-3	2	-1.1	12	-7	4	7	2
CCCCCC(=O)NC(=S)NNC(=O)CC	19	-18	-4	0.4	6	6	2	-3	0
CC1(CC(=O)N/N=C/c2cc([N+](=O)[O-])c(O)cc2O)OCCO1	11	14	-4	-0.2	-10	3	1	27	1
Cc1ccc2cc(CCNC(=O)C(C)(C)C)c(=O)[nH]c2c1	-3	-11	6	-1.3	-2	3	8	0	1
CN1CCCCC1=NCCCn1cnc2c1c(=O)n(C)c(=O)n2C	4	-4	1	2.2	-20	-14	2	-5	2
OCc1nc2ccccc2n1CC(O)COc1ccccc1 (stereo not given)	27	0	-3	-1.0	10	-14	-3	2	-2
Nc1nnc(CCN2C(=O)CSC2=O)s1	-20	-10	4	0.2	-10	4	6	-24	4
CCN1CCN(C(=O)C(C)Nc2cc(Cl)c(OC)cc2OC)CC1 (stereo not given)	-17	-11	-3	1.8	-7	-23	0	-2	-1
O=C(CNC(=O)c1ccco1)NCC(=O)OC(C(=O)c1ccccc1)c1ccc(Cl)cc1 (stereo not given)	-16	-16	-2	0.6	-14	-7	0	-3	2

More compounds follow:
SMILES	NPY-Y1 PAM-ag	S1P4 antag	Ba/F3 V617F tox	S1P4 ag	NPY-Y2 PAM-ag	p47phox inh	BaF3 parental	CHOP inh	NPY Y1 blocker
O=C(NCc1nnc2c3ccccc3c(-c3ccccc3)nn12)c1ccc(Cl)cc1	-10	-6	3	-3.2	-13	-2	7	26	-1
C=CCn1c(COc2ccccc2F)nnc1SCC(=O)c1c[nH]c2ccccc12	14	-14	-1	0.5	4	-6	3	43	-2
CCO[C@H]1OC(C(=O)NC2CC2)=C[C@@H](c2csc3ccccc23)[C@@H]1CCCO	-8	4	4	2.7	-6	-7	-1	12	-1
COc1ccccc1NC(=O)CNc1ccc(F)c(Cl)c1	11	-2	-5	2.2	-9	-17	-1	-10	7
Cc1ccnc(NC(=O)/C=C/c2cccs2)c1	1	-3	3	-0.7	-3	-7	7	27	-4
C=C1CC2C=C(NC(C)=O)CC(C1)C2 (stereo not given)	24	-18	-4	0.9	8	-4	2	-37	-4
COc1ccc(Cl)cc1C(=O)NC(C)C	-3	-7	1	0.0	10	-5	6	8	9
CCCCN1C(=O)NC(NC(=O)C2CC2)(C(F)(F)F)C1=O (stereo not given)	3	-1	-3	2.6	3	-7	6	-3	-4
COc1ccc(N(C(=O)c2ccc(S(=O)(=O)N3CCOCC3)cc2)C2C=CS(=O)(=O)C2)cc1 (stereo not given)	0	-2	1	0.4	-1	1	6	22	5
COc1cc(CCC(=O)OCC(=O)Nc2ccccc2OC(F)F)cc(OC)c1OC	-18	-18	0	-0.3	-28	-2	2	-11	8
O=C(Nc1ccc(F)cc1F)c1c(C(F)(F)F)ccnc1Oc1ccccc1	-2	-3	-2	1.2	-17	-5	-3	18	/
CCOc1cc(/C=C2\SC(=N)N(c3nonc3N)C2=O)ccc1OCC(N)=O	-7	-17	-2	0.8	3	-13	7	0	-2
Cc1cc([N+](=O)[O-])c(NCCCCCCO)c([N+](=O)[O-])c1	0	2	-2	1.9	1	/	5	/	1
O=C(Cc1ccc(Cl)cc1)Nc1ccc(NC(=O)c2cccs2)cc1	14	-1	-4	1.5	11	-8	-3	13	-8
Cc1cc(NC(=O)c2ccc(NC(=O)c3cccs3)cc2)no1	-12	-20	3	-0.1	-2	-1	4	42	-7
COCCCN1C(=O)C(O)=C(C(C)=O)C1c1cccc(F)c1 (stereo not given)	2	-15	3	1.7	-9	-2	2	-13	-4
CCC(C)(C)NC(=O)C(c1cccn1C)N(C(=O)Cn1nnc2ccccc21)c1ccc(F)cc1 (stereo not given)	20	-4	0	0.1	-10	-8	5	96*	5
COc1cc(C2C3=C(CCCC3=O)Nc3[nH]n(-c4ccccc4)c(=O)c32)cc(OC)c1OC (stereo not given)	17	-16	-1	0.7	0	-10	8	15	1
COCc1cc(C(C)=O)ccc1OCC(=O)Nc1ccc(NC(C)=O)cc1	-17	1	-3	0.6	16	-3	-6	11	-1
COCCn1c(CN(Cc2ccccc2)Cc2ccccc2)nc2c1c(=O)n(C)c(=O)n2C	1	-16	-1	0.4	-7	-5	6	63	1
CCc1ccccc1NC(=O)CSc1nc2ccccc2n1CC(=O)N(C)C	8	-23	-1	0.3	12	-14	9	30	-1
CCSc1nnc(NC(=O)c2cc(C)nc3ccccc23)s1	-14	-48	-1	1.4	3	-12	3	6	6
Cc1csc2ncc(C(=O)Nc3ccccc3Cl)c(=O)n12	-3	1	-3	-0.5	-6	-2	0	-3	2
Cc1ccc(S(=O)(=O)NC2CCCC(C(=O)O)C2)cc1 (stereo not given)	-9	-13	-3	-0.8	-8	-12	-1	12	-6
COc1ccccc1N(CC(O)COc1c(C)cc(C)cc1C)S(=O)(=O)c1ccccc1 (stereo not given)	-8	-8	2	-0.6	-10	-11	6	59	10

Structures listed above that bear a hit mark in CHOP inh.
| molecule | NPY-Y1 PAM-ag | S1P4 antag | S1P4 ag | NPY-Y2 PAM-ag | p47phox inh | CHOP inh | NPY Y1 blocker |
| --- | --- | --- | --- | --- | --- | --- | --- |
| CCC(C)(C)NC(=O)C(c1cccn1C)N(C(=O)Cn1nnc2ccccc21)c1ccc(F)cc1 (stereo not given) | 20 | -4 | 0.1 | -10 | -8 | 96* | 5 |

Additional compounds
SMILES	NPY-Y1 PAM-ag	S1P4 antag	Ba/F3 V617F tox	S1P4 ag	NPY-Y2 PAM-ag	p47phox inh	BaF3 parental	CHOP inh	NPY Y1 blocker
O=C(Cc1ccc(Cl)cc1)Nc1ccc(-c2nnc(-c3ccco3)o2)cc1	17	-11	-1	-0.6	-2	1	1	67	-5
Cn1cccc1/C=C1\SC(=S)N(NC(=O)c2cccc(Cl)c2)C1=O	-63	1	-1	0.7	-23	-38	6	8	16
CCOc1ccc(Nc2nnc(Cc3ccc(OC)cc3)c(=O)[nH]2)cc1	3	-10	4	0.8	-11	2	10	15	6
CCCNC(=O)Nc1cccc(NC(C)=O)c1	10	-18	-4	0.8	5	-8	-5	10	/
COc1ccc(C2c3c(ccc4ccccc34)Oc3ncn4nc(Cc5ccccc5)nc4c32)cc1OC (stereo not given)	3	-16	-1	0.6	-3	-34	6	-17	0
O=C(NCCOc1ccc(Cl)cc1)C1CC(=O)N(c2ccc(F)cc2)C1 (stereo not given)	-16	-3	0	-0.9	5	-14	5	12	10
CCCN(CC1CC1)C(=O)COC(=O)c1ccc2c(c1)C(=O)N(c1ccc(OCC)cc1)C2=O	2	-12	-2	-1.2	0	16	1	27	-2
CC12CCC(C(=O)N(CC(=O)O)C1=O)C2(C)C (stereo not given)	11	-4	-2	2.6	-9	-3	8	14	1
O=C(O/N=C1\CCS(=O)(=O)c2sccc21)c1ccccc1	-1	-8	6	-4.5	2	2	3	15	0
O=C(/C=C/c1ccccc1Cl)N(c1ccccn1)C1CCCCC1	10	-16	1	1.3	1	-4	2	17	1
COc1ccc(NC(=O)CCc2nc3ccccc3s2)c(OC)c1	-14	1	-1	-1.1	0	-15	-4	17	4
COc1ccc(C)cc1NC(=O)C(NC(=O)c1cc(OC)c(OC)c(OC)c1)C(C)C (stereo not given)	10	-2	-1	0.1	-2	17	5	-9	8
COc1ccc2nccc(/C=C/c3ccnc4ccc(OC)cc34)c2c1	-6	8	3	1.9	-1	-3	0	-6	/
Brc1ccc(-c2ncc3ccccn23)cc1	-14	-1	2	1.6	-5	-7	-6	-1	/
CC(=O)c1cccc(NC(=O)N2CCC(c3ccc(C)cc3)C2)c1 (stereo not given)	1	-4	1	-0.9	1	7	5	2	0
COc1cccc(CN2CCNC(=O)C2CC(=O)NCCn2cccn2)c1OC (stereo not given)	16	-8	-4	-0.3	12	9	0	1	8
Cc1nnc(NC(=O)c2cc3n(n2)C(C(F)(F)F)CC(C2CC2)N3)s1 (stereo not given)	11	1	2	0.2	0	-6	4	23	1
O=C(CN(c1ccccc1)S(=O)(=O)c1ccccc1)NCCSc1ccccn1	5	-10	-4	0.6	2	-10	-1	4	-1
COC(=O)c1scc2c(Oc3ccccc3)cc(C(F)(F)F)nc12	-4	-7	2	0.2	-17	-27	-2	-1	/
O=C(CCN1C(=O)c2ccccc2C1=O)NCc1ccco1	17	-10	-4	3.5	8	-9	4	-5	0
CC1=N/C(=C\c2ccc3c(c2)OCO3)C(=O)N1c1ccc(C(=O)O)cc1	2	-21	-7	-0.6	-6	3	1	10	2
Cc1ccccc1-c1nc(CN2CCC(C(=O)NC3CCN(Cc4ccccc4)CC3)CC2)c(C)o1	-64	-20	6	0.1	-38	/	9	/	6
CC(C)Cn1c(=S)[nH]c2cc(Cl)ccc21	-7	-8	-1	1.2	0	-12	5	32	8
Cc1nn(Cc2ccccc2)c(C)c1NC(=O)c1ccc([N+](=O)[O-])cc1[N+](=O)[O-]	5	-10	-1	1.4	7	-8	1	1	-5
Cc1ccc(SCc2ccc(C(=O)N3CCCCC3)cc2)cc1	5	1	0	-0.5	-11	-7	4	33	2
O=CN1CCN(C(=S)Nc2ccc(OC(F)F)cc2)CC1	-7	2	4	0.2	-2	11	2	6	/
